NCI-60 one-dose screen, 48 h, at 10 µM unless noted. Numbers give growth in % (100 = growth as untreated, 0 = no growth, -100 = all killed).
LOX IMVI = LOX IMVI melanoma | AID 1794757 | 79,000 compounds, 7.4% hits
UACC-257 = UACC-257 melanoma | AID 1794764 | 78,000 compounds, 4.4% hits
HS 578T = HS 578T breast cancer; 78,000 compounds, 4.1% hits; AID 1794788
T-47D = T-47D breast cancer; 79,000 compounds, 5% hits; AID 1794792
UACC-62 = UACC-62 melanoma; 81,000 compounds, 5.4% hits; AID 1794756
BT-549 = BT-549 breast cancer | AID 1794793 | 78,000 compounds, 4.4% hits
MALME-3M = MALME-3M melanoma; 78,000 compounds, 5.8% hits
MCF7 = MCF7 breast cancer; 82,000 compounds, 6.3% hits
* = called active by the depositor; . = not tested or not shown; & = joins results of further samples. The calls were made as follows: active = growth percent below 10; inactive = the rest. Rows were taken by chance; about 11% have a hit in one of these screens.

SMILES	LOX IMVI	UACC-257	HS 578T	T-47D	UACC-62	BT-549	MALME-3M	MCF7
CCN(CC)c1ccc2cc(C3C(C#N)=C(c4cccs4)OC(NC)=C3[N+](=O)[O-])c(=O)oc2c1 (stereo unspecified)	81	97	95	80	99	100	95	88
CN(C)C(=S)Nc1ccc(S(=O)(=O)N2CCCCC2)cc1	99	108	107	105	101	114	111	106
CN(C)CCC(=O)/C=C/c1ccccc1	85	97	.	106	101	92	105	84
COc1ccc(C2=Nc3c(N)nc(N)nc3NC(c3ccc4c(c3)OCO4)C2)cc1 (stereo unspecified)	96	102	96	82	73	87	98	72
O=C1NC(=S)NC(=O)C1=Cc1cn(Cc2ccccn2)c2ccccc12	27	88	82	90	71	67	85	35
COc1ccc(OC)c(-c2nc(SCC(=O)c3ccc(Br)cc3)nc(Nc3cccc(S(N)(=O)=O)c3)c2C#N)c1	83	98	74	77	88	99	100	71
CN(C)c1ccc(C(=O)Oc2ccc([N+](=O)[O-])cc2)cc1	103	84	86	86	95	100	105	94
CC(=O)Oc1ccccc1C(=O)Oc1ccc(C(=O)/C=C/c2ccccc2)cc1	119	109	114	102	98	127	118	88
COc1ccccc1-c1c(-c2ccccc2)c[nH]c1C(=O)NCCO	94	102	98	93	97	95	102	118
O=C(c1ccccc1)n1cc(-c2nc3ccccc3s2)c2cccnc21	94	113	114	85	109	109	104	76
O=C(O)C1=CC2C=C(Cl)C=CC2OC1=O (stereo unspecified)	92	103	113	103	93	100	88	96
O=C(C1CN(c2cccc(Cl)c2)N(c2cccc(Cl)c2)C1=O)N1CCCCC1 (stereo unspecified)	83	85	93	76	77	89	72	77
COc1ccc(NC(=O)COc2ccccc2[C@H]2c3sc(=O)[nH]c3S[C@H](C)[C@H]2C(=O)N2N=C(c3ccc(OC)cc3)CC2c2ccc3ccccc3c2)cc1 (stereo partly specified)	.	97	85	75	79	104	97	62
C1CSCN1	98	104	102	103	110	124	95	95
O=C(N/N=C\c1ccccc1)c1ccc2nc(-c3ccc([N+](=O)[O-])cc3)[nH]c2c1	98	110	104	94	100	113	91	84
CC(C)(C)c1ccc(S(N)(=O)=O)cc1	105	110	108	97	107	103	106	93
O=C1/C(=C/C2C=Nc3ccccc32)SC(c2ccc(Cl)cc2Cl)N1n1cnnc1 (stereo unspecified)	91	90	100	.	92	93	106	98
O=C(CN1CCOCC1)n1c(-c2ccccc2)nc2ccccc21	95	112	104	95	99	107	104	89
CCOC(=O)n1cc(-c2nonc2-c2cn(C)c3ccc(Br)cc23)c2cc(Br)ccc21	95	83	78	86	80	96	95	92
ClC(Cl)(Cl)c1cccc(C(Cl)(Cl)Cl)c1	100	79	97	83	95	108	101	92
Nc1c(C(=O)Nc2cccc(F)c2)sc2nc3c(cc12)C(=O)CCC3	47	57	29	43	43	48	32	12
CCOC(=O)C(C(C)=O)c1ccc([N+](=O)[O-])cc1[N+](=O)[O-] (stereo unspecified)	103	114	.	118	109	109	124	117
Clc1cccc(Nc2ncnc3ccc(-c4cnc5[nH]ncc5c4)cc23)c1	91	97	82	24	.	81	80	74
COc1ccc(-c2cc(-c3ccc(Cl)cc3)c(C#N)c(=O)n2CCCCCC(=O)Nc2ccccc2N)cc1	-54*	23	70	19	4.2*	58	39	31
C[C@H](CCC(=O)O)[C@H]1CCC2C3C(=O)CC4CC(=O)CC[C@]4(C)C3CC(=O)[C@@]21C (stereo partly specified)	101	113	111	109	96	104	92	98
O=C(O)C1C2CCC1C(O)C2 (stereo unspecified)	96&95	103&100	109&110	97&92	108&110	97&98	86&109	98&92
NC(N)=NCCCCCNc1noc(Cc2c[nH]c3ccccc23)n1	93	104	92	95	95	101	73	93
C=CC(=O)N[C@H](/C=C/C(=O)OCC)Cc1ccc(-c2cc(Cl)cc(Cl)c2)cc1	87	.	95	58	61	85	88	83
CC(C)=CCOc1cc(NC(=S)c2ccoc2C)ccc1Cl	62	69	.	34	55	84	94	55
COc1ccc([N+](=O)[O-])cc1NS(=O)(=O)c1ccc(C)cc1	90	91	94	88	92	.	103	88

Brought forward from above: 3 compounds, followed by the next part.
SMILES	LOX IMVI	UACC-257	HS 578T	T-47D	UACC-62	BT-549	MALME-3M	MCF7
C=CC(=O)N[C@H](/C=C/C(=O)OCC)Cc1ccc(-c2cc(Cl)cc(Cl)c2)cc1	87	.	95	58	61	85	88	83
CC(C)=CCOc1cc(NC(=S)c2ccoc2C)ccc1Cl	62	69	.	34	55	84	94	55
COc1ccc([N+](=O)[O-])cc1NS(=O)(=O)c1ccc(C)cc1	90	91	94	88	92	.	103	88
CSc1ccc(Br)cc1	101	103	103	88	96	115	108	107
CCOC(=O)/C(C#N)=C\c1ccco1	.	88	.	109	100	93	95	103
N#CSCc1c(Cl)c(Cl)c(CSC#N)c(Cl)c1Cl	87	126	90	100	94	98	92	101
C1=CN2CC(c3ccccc3)=NNC2c2ccccc21 (stereo unspecified)	93	97	87	89	76	62	80	67
COc1cc(Br)c(-c2nc(-c3ccccc3)c(-c3ccccc3)n2Cc2ccccc2)cc1OC	61	59	89	36	53	76	58	38
O=C1/C(=C/c2ccc(-c3cccc([N+](=O)[O-])c3)o2)SC(=S)N1Cc1ccc2c(c1)OCO2	101	102	108	95	100	105	107	94
Oc1nc(Nc2ccc(Cl)cc2)sc1C=Nc1ccc(Cl)cc1	90	92	98	86	94	99	94	91
O=C1c2ccccc2C(=O)C1(O)C1(O)C(=O)c2ccccc2C1=O	94	101	124	93	102	85	89	108
c1ccc(CC(NCCNC(Cc2ccccc2)c2ccccc2)c2ccccc2)cc1 (stereo unspecified)	-88*	48	73	14	16	57	-23*	-8.0*
O=C(Nc1cc(Cl)ccc1Cl)Nc1ccc(Cl)cc1C(=O)c1ccccc1	51	83	76	.	54	85	72	42
CN(C)CCC=C1c2ccccc2-c2ccccc21	88	100	84	86	93	.	101	95
Clc1ccc(-c2nnc(-c3ccc4c(c3)nc(-c3ccccc3)n4C3CCCCC3)o2)cc1	73	93	102	33	73	52	91	54
COC(=O)[C@@H](NC(=O)[C@@H](OC)[C@@H]1Cc2cc3cc(OC4CC(OC5CC(O)C(O)C(C)O5)C(O)C(C)O4)c(C)c(O)c3c(O)c2C(=O)[C@H]1OC1CC(OC2CC(OC3CC(C)(O)C(O)C(C)O3)C(O)C(C)O2)C(O)C(C)O1)C(C)C (stereo partly specified)	-76*	3.2*	-14*	10	-65*	-21*	-12*	6.7*
O=[N+]([O-])c1cccc(-c2nnc3c(/C=C/c4ccc(Br)cc4)nc4ccccc4n23)c1	119	107	106	87	96	114	115	79
O=C(N/N=C/c1cccc([N+](=O)[O-])c1)c1ccccc1	90	91	.	95	90	101	110	75

Sorted by count of non-hydrogen atoms (largest number first): part of the list above.
SMILES	LOX IMVI	UACC-257	HS 578T	T-47D	UACC-62	BT-549	MALME-3M	MCF7
O=[N+]([O-])c1cccc(-c2nnc3c(/C=C/c4ccc(Br)cc4)nc4ccccc4n23)c1	119	107	106	87	96	114	115	79
CC(=O)Oc1ccccc1C(=O)Oc1ccc(C(=O)/C=C/c2ccccc2)cc1	119	109	114	102	98	127	118	88
C=CC(=O)N[C@H](/C=C/C(=O)OCC)Cc1ccc(-c2cc(Cl)cc(Cl)c2)cc1	87	.	95	58	61	85	88	83
O=C(c1ccccc1)n1cc(-c2nc3ccccc3s2)c2cccnc21	94	113	114	85	109	109	104	76
C1=CN2CC(c3ccccc3)=NNC2c2ccccc21 (stereo unspecified)	93	97	87	89	76	62	80	67

Gathered by group, the entries above containing a furan ring, fused or not (three)
SMILES	LOX IMVI	UACC-257	HS 578T	T-47D	UACC-62	BT-549	MALME-3M	MCF7
CC(C)=CCOc1cc(NC(=S)c2ccoc2C)ccc1Cl	62	69	.	34	55	84	94	55
CCOC(=O)/C(C#N)=C\c1ccco1	.	88	.	109	100	93	95	103
O=C1/C(=C/c2ccc(-c3cccc([N+](=O)[O-])c3)o2)SC(=S)N1Cc1ccc2c(c1)OCO2	101	102	108	95	100	105	107	94

Next section
SMILES	LOX IMVI	UACC-257	HS 578T	T-47D	UACC-62	BT-549	MALME-3M	MCF7
CCNC(=O)N1CCc2cc(OC)c(OCCc3ccc(OC)c(N)c3)cc2C1c1ccc(C)cc1C (stereo unspecified)	6.5*	49	12	66	24	-11*	63	17
O=C(OCC(O)COC(=O)c1cccnc1)c1cccnc1	103	98	97	104	103	.	113	97
N#C/C(=C\c1ccc(-c2ccc(Br)cc2)o1)c1nc(-c2ccco2)cs1	.	102	100	-26*	81	98	98	15
COc1cc(OC)c(S(N)(=O)=O)cc1C(C)=O	105	102	112	98	100	115	109	90
CCCCCCc1cc(O)cc(O)c1	63	90	95	55	48	78	88	95
CO[C@]1(CO)O[C@@H](n2ccc(=O)[nH]c2=O)[C@H](F)[C@@H]1O	99	75	98	91	93	96	99	91
O=C(Nc1cccc(Cl)c1)Nc1nccs1	94	-11*	115	73	80	90	93	58
CNc1ccc(-c2cc(=O)oc3ccc(Cl)cc23)cc1	24	38	16	67	32	22	110	18
CCN(CC)c1ccc(/C=N\Nc2ccc([N+](=O)[O-])cn2)cc1	97	112	115	94	90	108	.	91
Cc1nc2ccc(Nc3nc(NCCN)nc(N4CCOCC4)n3)cc2n1Cc1ccccc1	99	105	98	89	105	97	107	86
Cc1ccc([N+]2=NOC(=O)C2S(=O)(=O)Nc2nc3cc(C)ccc3s2)cc1 (stereo unspecified)	87	105	92	90	85	110	88	80
Nc1ncnc2c1ncn2[C@@H]1C=C[C@H](CO)[C@H]1CO	97	96	94	98	89	102	102	93
O=C(CCl)NC(Cc1c[nH]c2ccccc12)C(=O)O (stereo unspecified)	94&96	91&104	91&100	96&97	91&106	98&97	93&99	96&101
Nc1ccc(S(=O)(=O)Nc2cc(-c3ccccc3)[nH]c2-c2ccccc2)cc1	105	.	94	95	98	97	118	90
Nc1ncnc2c1ncn2C1OC(COP(O)(=S)OC2C(CO)OC(n3ccc(=O)[nH]c3=O)C2F)C(O)C1F (stereo unspecified)	101	98	130	85	104	91	96	97
COc1ccccc1Nc1nnc(C(=O)c2c[nH]c3ccccc23)o1	94	104	99	72	91	115	93	75
CN(C)c1ccc(N=C2C=CC(=O)c3ccccc32)cc1	41	65	96	81	23	94	-11*	53
O=C(Nc1nccs1)c1ccc2ccc3ccc(C(=O)Nc4nccs4)nc3c2n1	77	97	96	77	88	99	77	68
COc1ccc(/C=C/c2cc(-c3ccc(OC)c(OC)c3)c3sc(=O)[nH]c3n2)cc1OC	88	117	75	71	76	87	133	91
COC(=O)c1ccc(NC2=C/C(=N/S(=O)(=O)c3ccc(C(=O)O)cc3)c3ccccc3C2=O)cc1	-65*	-6.9*	-14*	4.9*	-24*	84	-89*	-58*
Oc1c(I)cc(I)c2cccnc12	71	87&101	104	71&90	66&94	59&78	90&87	58&93
CCC(=O)N1N=C(c2ccc(-n3ccc(C(F)(F)F)n3)c(C)c2)CC1c1ccc[nH]1 (stereo unspecified)	101	90	99	62	80	102	88	94
CC[C@H]1OC(=O)[C@H](C)[C@@H](O[C@H]2C[C@@](C)(OC)[C@@H](O)[C@H](C)O2)[C@H](C)[C@@H](O[C@@H]2O[C@H](C)C[C@H](N(C)C)[C@H]2O)[C@](C)(O)C[C@@H](C)/C(=N\OCOCCOC)[C@H](C)[C@@H](O)[C@]1(C)O	92	101	112	94	89	108	93	.
